# Screening results (PubChem BioAssay)
# E-selectin induc – E-selectin induction on HUVECs; 260,000 compounds, 0.37% hits; AID 686992; activation, % at 7.58 µM; HUVEC E-selectin immunofluorescence imaging; normalized: neutral wells 0, TNF-alpha wells 100; P16581;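 active means mean E-selectin-positive cell signal at least 10% of the positive control, reached in at least 60% of replicates, without over 20% cell loss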;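 further: in these data hits start at about 27%; measured in HUVEC primary endothelial cells; signal is the percent of cells scored E-selectin positive by PE staining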
# Target sequence (P16581 whole entry, looked up): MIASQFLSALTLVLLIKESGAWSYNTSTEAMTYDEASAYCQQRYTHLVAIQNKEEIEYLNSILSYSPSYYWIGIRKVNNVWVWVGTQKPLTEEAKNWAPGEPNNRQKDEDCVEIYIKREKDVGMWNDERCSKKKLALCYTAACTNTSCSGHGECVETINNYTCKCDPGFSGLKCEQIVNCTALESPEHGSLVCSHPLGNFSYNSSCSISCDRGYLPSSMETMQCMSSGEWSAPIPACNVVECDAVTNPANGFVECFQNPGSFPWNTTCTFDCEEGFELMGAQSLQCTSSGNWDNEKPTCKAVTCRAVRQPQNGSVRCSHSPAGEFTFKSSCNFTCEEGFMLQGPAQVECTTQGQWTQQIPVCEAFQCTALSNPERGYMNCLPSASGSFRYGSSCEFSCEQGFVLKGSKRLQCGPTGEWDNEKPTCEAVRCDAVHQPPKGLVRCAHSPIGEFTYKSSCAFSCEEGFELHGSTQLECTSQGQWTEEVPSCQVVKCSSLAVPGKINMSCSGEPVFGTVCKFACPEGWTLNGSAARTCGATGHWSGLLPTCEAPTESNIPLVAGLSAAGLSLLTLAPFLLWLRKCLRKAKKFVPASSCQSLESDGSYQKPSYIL
#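 Read-out: % PE-positive cells | Test system: HUVEC | Doses: One compound dose added by pin transfer | Buffer or medium: EGM-2 over gelatin coat | Signal: Immunofluorescence imaging | Benchmarks: TNF-alpha, DMSO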
# ERp5 block – ERp5 (human) disulfide isomerase inhibition; 350,000 compounds, 0.05% hits; Q15084; inhibition, % at 9.99 µM; ERp5 insulin aggregation, absorbance 650 nm, 90 min;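 active means mean replicate inhibition above about 25%, with every replicate also reaching it, limit read from the data, passing the limit was not always enough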
# Target sequence (Q15084 whole entry, looked up): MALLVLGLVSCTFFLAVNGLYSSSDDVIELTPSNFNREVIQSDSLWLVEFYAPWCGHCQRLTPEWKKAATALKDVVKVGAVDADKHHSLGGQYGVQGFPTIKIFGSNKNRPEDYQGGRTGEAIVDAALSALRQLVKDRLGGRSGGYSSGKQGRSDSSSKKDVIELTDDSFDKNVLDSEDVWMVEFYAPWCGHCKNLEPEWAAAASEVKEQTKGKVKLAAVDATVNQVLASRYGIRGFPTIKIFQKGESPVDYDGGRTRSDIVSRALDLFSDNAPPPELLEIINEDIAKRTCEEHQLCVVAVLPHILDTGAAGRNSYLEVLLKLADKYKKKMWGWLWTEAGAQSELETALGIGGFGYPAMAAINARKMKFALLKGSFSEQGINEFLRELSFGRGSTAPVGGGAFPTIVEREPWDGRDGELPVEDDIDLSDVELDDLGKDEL
# S100A4 MyoIIA – S100A4-myosin IIA interaction inhibition; P26447; S100A4/TAMRA-MyoIIA peptide fluorescence polarization; inhibition, % at 10.7 µM; 360,000 compounds, 0.14% hits; AID 652163;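 active means mean inhibition of at least 70% across replicates, with every replicate also reaching that level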
#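 assay system = human S100A4 monomer with TAMRA-labelled myosin IIA peptide | also added = labelled myosin peptide probe, 5 nM | incubation = 5 min between mix addition and reading | control set = DMSO and TFP controls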
# esBAF inh – inhibitors of esBAF chromatin remodeling in mouse ES cells; AID 602393; reporter increase, % at 12.5 µM; 350,000 compounds, 2% hits; Bmi1-luciferase knock-in reporter, 24 h; 100% = twice the neutral-well signal; in the data active means activation above about 40%;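 further: 0% = median of the plate's neutral control wells and 100% = double that signal; a rise in the Bmi1 reporter signal indicates esBAF inhibition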
# ERAP1 inh – ERAP1 (human) enzyme inhibition; recombinant ERAP1, Leu-AMC fluorescence, 60 min; inhibition, % at 10.7 µM; 340,000 compounds, 0.15% hits;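 active means mean replicate inhibition of at least 30%, or all replicates individually reaching that 30% level; inactive means mean below 30% and not every replicate reaching it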;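 further: 0% = neutral control wells and 100% = L-leucinethiol positive control wells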
# RAD54 branch – blocks human RAD54 Holliday junction branch migration | Q92698 | 360,000 compounds, 0.14% hits | inhibition, % at 10.4 µM | FAM/BHQ fluorescence | AID 602329;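 active means mean normalized replicate activity at least 40 and at least half of replicates scoring 40 or more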;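 further: 0% = median of neutral control wells and 100% = median of positive control wells; inhibitors cause a drop in the FAM fluorescence signal; in these data hits start at about 50%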
# RAD52 anneal inh – RAD52 (human) annealing inhibition | P43351 | recombinant RAD52 DNA annealing, FRET fluorescence | inhibition, % at 18.7 µM | 360,000 compounds, 0.46% hits;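 active means every replicate showing at least 50% inhibition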
# Xi reactivation – activators of X-chromosome reactivation in mouse fibroblasts; XiGFP mouse fibroblasts, % GFP-positive cells imaging, 3 d; cells co-treated with 5-aza-dC sensitizer; scaled so ellipticine positive control = 100%; activation, % at 7.58 µM; 360,000 compounds, 0.055% hits;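 active means mean normalized replicate activation at least 10% and every replicate at or above 10%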;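 further: 0% = median of on-plate neutral control wells and 100% = ellipticine 6 µM median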
#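 Schedule: 3 d treatment, 15 min room-temperature fixation; system: 68-5-11 XiGFP fibroblast line; buffer or medium: DMEM plus 5-aza-dC sensitizer; control set: ellipticine 6 µM positive control; compound: one concentration, pinned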
# An asterisk follows results filed as active; / = not tested or not shown.
# Second line of a record – E-selectin induc	ERp5 block	S100A4 MyoIIA	esBAF inh	ERAP1 inh	RAD54 branch	RAD52 anneal inh	Xi reactivation
> COc1ccc(C2CC(c3ccccc3)=NN2C(=O)COC(=O)c2cccc(S(=O)(=O)N(C)C)c2)cc1 (centres undefined)
  -1.1	0.3	-2.9	/	1.6	/	-2.6	-0.3
> CCOc1cc(N2CCOCC2)c(OCC)cc1NC(=O)c1ccc(OC)cc1
  7.8	3.9	-13.2	1.1	0.2	-6.6	-8.0	0.0
> COC(=O)[C@H]1[C@H](CO)[C@H]2Cn3c(ccc(-c4ccccc4F)c3=O)[C@H]2N1C(=O)c1ccccn1
  -0.2	-0.5	-0.6	-4.2	4.9	4.5	2.3	0.3
> CCOC(=O)C1=CCN(S(=O)(=O)c2ccc(F)cc2)C1c1ccccc1 (centres undefined)
  0.0	-1.2	-4.4	-2.7	1.4	12.1	3.5	0.1
> CC(=O)NCCc1nc2ccccc2n1CCOc1cccc(C)c1
  -0.3	3.9	-4.7	-13.2	/	/	-13.2	-0.1
> CN1C(=O)C(=O)N(CC(=O)Nc2ccccc2OC(F)F)C1=O
  0.2	2.7	-4.3	-5.5	0.8	-8.7	-8.8	-0.1
> CN(C1CCCCC1)S(=O)(=O)c1ccc2c(c1)CCC(=O)N2
  0.0	4.8	0.9	-1.3	-0.2	2.5	-5.2	0.1
> CC(C)C(NC(=O)c1ccccc1NC(=O)c1ccco1)C(=O)O (centres undefined)
  /	0.3	2.1	-5.9	-1.0	7.2	-11.0	/
> CCN(CC)CCCNC(=O)c1cn(CC)c2ccc(S(=O)(=O)N(C)C3CCCCC3)cc2c1=O
  /	-5.2	2.4	0.0	-2.0	0.3	-2.3	0.0
> O=C(NC1CCCCC1)C(=O)c1c(-c2ccccc2)[nH]c2ccccc12
  0.1	-3.9	6.3	-4.7	7.4	-11.8	-6.7	0.1
> CCS(=O)(=O)c1nc(S(=O)(=O)c2ccc(C)cc2)c(N2CC(C)OC(C)C2)s1 (centres undefined)
  /	-3.6	-2.8	0.1	3.5	-0.3	-7.3	0.0
> COc1ccc(NC(=O)Nc2ccc3c(c2)C(=O)N([C@H](C)CO)C[C@H](C)[C@@H](CN(C)C(=O)Nc2ccc(F)cc2)O3)cc1
  0.8	2.9	2.1	-2.6	-1.0	1.2	19.3	-0.8
> COCCNC[C@@H]1[C@H](c2ccccc2)[C@H](CO)N1c1nc(C)c(C)s1
  -0.2	3.3	-3.6	-0.1	-5.3	1.5	-17.9	-0.1
> COc1c2ccccc2nc2ccccc12
  0.0	3.1	-17.7	8.1	-10.9	5.8	-0.1	0.5
> CC1(C(=O)NCc2ccco2)Cc2c(-c3cccc(C(F)(F)F)c3)ccnc2O1 (centres undefined)
  1.6	-8.1	-0.8	-5.9	1.4	3.6	2.9	0.1
> O=C(c1ccc(Cl)cc1)C1CCCN(C(=O)/C=C/c2ccccn2)C1 (centres undefined)
  0.0	0.8	-9.4	2.1	13.5	-14.7	-0.5	0.0
> COc1ccc2c3c(n(C)c2c1)[C@@H](CO)N(C(=O)NC(C)C)CC31CN(CC2CCOCC2)C1
  0.1	4.1	4.4	/	-0.8	/	10.0	0.2
> Cc1ccc(NS(=O)(=O)c2ccc(NC(=O)C(C)Sc3ccc(Cl)cc3)cc2)c(C)c1 (centres undefined)
  0.0	4.2	-13.3	/	-0.3	/	-6.1	0.2
> O=C(NCc1ccc(F)cc1)c1cc(-c2ccccn2)nc2ccc(S(=O)(=O)N3CCOCC3)cc12
  -0.3	-2.9	-4.8	1.2	0.2	4.8	-32.5	-0.1
> CO[C@H](CN(C)C(=O)c1ccccc1F)[C@H](C)CN([C@@H](C)CO)S(=O)(=O)c1ccc(C)cc1
  0.0	1.6	4.7	-4.0	1.0	5.2	-3.7	0.0
> CSc1ccccc1OCc1cc(C(=O)N2C[C@H]3CC[C@H]2C3)no1
  -0.1	4.0	-8.5	87.7*	-3.0	-8.6	-7.0	0.0
> Cc1ccc(C2=Nc3c(ccc4ccccc34)C(c3ccncc3)=NN2)cc1
  /	3.4	-3.2	10.0	3.7	/	-14.7	0.0
> CSc1nc2ccc(NC(=O)c3cccs3)cc2s1
  -0.6	-3.5	-2.2	77.7*	-1.3	2.2	-6.8	0.0
> Cc1ccc(NC2(C#N)CCCC2)cc1
  0.0	2.6	2.8	5.1	1.7	5.6	-12.5	0.0
> CO[C@@H]1CC[C@H]2CCOc3c(C#N)cccc3C(=O)N(C)C[C@H](C)C(=O)N(C)C[C@H]1O2
  0.0	0.6	122.4*	-17.1	0.3	-6.4	13.4	0.4
> Cc1ccc(C(C(=O)NCC2CCCO2)N(C(=O)c2snc(C(N)=O)c2N)c2ccc(C(C)C)cc2)o1 (centres undefined)
  /	1.1	-1.6	10.1	0.0	-1.1	-12.7	0.2
> CCCOc1ccc(Cc2c(Cl)nc(SC)nc2NC)cc1
  -1.2	3.7	18.9	/	2.6	/	-21.4	0.0
> O=C(Nc1ccc(N2CCCC2)cc1)c1cc(Cl)ccc1Cl
  0.0	1.5	3.2	1.4	-0.9	-5.7	-5.1	-0.1
> CC(=O)c1ccc(OC(C)c2nc3ccccc3s2)cc1 (centres undefined)
  /	2.5	-0.5	53.0*	-0.1	4.5	-9.7	0.0
> CCN1C[C@@H]2[C@@H]3C(=O)N(C)C(=O)[C@@H]3[C@](Cc3ccccc3)(C1=O)N2C(=O)c1ccc(C)cc1
  -0.1	-2.8	3.9	-0.7	-0.8	-39.1	-6.3	0.1
> C[C@@H]1CN([C@@H](C)CO)C(=O)c2cccc(NC(=O)Nc3ccc(C(F)(F)F)cc3)c2O[C@H]1CN(C)CC1CC1
  /	-1.3	11.7	-3.9	-1.9	0.4	15.3	/
> O=C(N/N=C/c1cccc(Oc2ccccc2)c1)c1ccc(O)cc1O
  -0.1	3.3	-13.7	-4.2	-2.7	3.9	-93.3	0.1
> Cc1cc(Cc2cc(C)c(N)cc2C)c(C)cc1N
  2.3	0.2	2.8	1.6	4.8	3.4	-6.6	-0.3
> CC1CCC/C(=C\c2ccc(O)cc2)C1=O (centres undefined)
  0.8	3.3	-0.9	-1.9	3.4	3.2	-10.3	0.0
> Cn1c(=O)c2[nH]c(NN=Cc3cccc(Br)c3)nc2n(C)c1=O
  0.1	8.6	2.2	0.5	1.4	12.0	6.1	-0.1
> NNC(=S)Nc1ccc(C(F)(F)F)cc1Cl
  0.0	4.9	10.2	/	-1.6	/	-18.0	0.1
> COc1ccc2c3c([nH]c2c1)[C@@H](CO)N(S(C)(=O)=O)CC31CCN(CC2CCCC2)CC1
  -0.3	7.9	0.6	/	-0.2	/	14.1	0.0
> Brc1ccc(-c2noc(-c3ccccn3)n2)o1
  /	3.4	-6.1	/	-0.6	/	-14.8	0.0
> COc1cccc(-c2ccc3c(c2)O[C@H](CN(C)CC2CC2)[C@H](C)CN([C@H](C)CO)S3(=O)=O)c1
  0.0	-2.4	0.5	3.3	2.4	3.5	33.3	0.7
> Cc1ccc2ccc3cccnc3c2n1
  0.2	-0.4	-1.5	16.6	-1.0	11.0	-19.1	0.4
> CCCCN(C)CCCNC(=O)CN1N=C(c2ccc(Cl)cc2)CCC1=O
  0.0	4.0	0.0	0.5	0.4	-9.8	-16.0	0.1
> CCN1C(=NCCc2c[nH]c3ccccc23)N[C@@H](c2ccccc2)[C@H](C(=O)OC)[C@H]1C
  0.0	10.2	2.1	-0.4	-0.6	2.9	-3.5	0.0
> O=C(CN1CCCCCC1)Nc1ccc(Br)cc1[N+](=O)[O-]
  /	4.1	-0.8	-0.6	4.8	1.2	-6.8	0.4
> COc1ccc(/C=C/C(=O)OCC(=O)NCCCc2ccccc2)cc1OC
  /	-6.0	9.8	2.1	4.7	-1.5	-11.9	0.0
> COc1ccc(C(=O)NNC(=S)NC(=O)c2cccc([N+](=O)[O-])c2)cc1
  8.2	1.5	4.8	/	-1.6	5.7	-13.0	0.4
> COC[C@@H]1CCCN1c1ccc2c(c1)O[C@H](COCc1ccccc1)CN([C@H](C)c1ccccc1)S2(=O)=O
  3.6	-2.7	2.2	/	6.5	/	-19.7	0.0
> COc1cc(C(=O)NCCCN2CCCC2=O)cc(OC)c1OC
  /	1.7	-0.4	-11.3	-3.5	0.0	-2.9	/
> CCc1ccc(-c2csc3nc[nH]c(=O)c23)cc1
  /	-10.2	3.2	11.7	0.9	-11.1	-17.3	0.0
> CN(C)CCCN1CC(=O)N2[C@@H](Cc3c([nH]c4ccccc34)C2(C)C)C1=O
  0.8	3.8	-0.3	-2.8	0.3	6.2	-7.7	0.3
> CC(O)C(NC(=O)OCc1ccccc1)C(=O)OCc1ccccc1 (centres undefined)
  /	-4.3	-3.5	-11.2	-3.4	-1.5	-6.1	0.2
> O=C(CN(Cc1ccc(F)cc1)S(=O)(=O)c1ccc(S(=O)(=O)N2CCOCC2)cc1)Nc1ccccc1
  -0.4	6.6	-12.5	/	1.5	-2.7	0.1	0.1
> C[C@@H]1CN([C@@H](C)CO)C(=O)c2cc(NC(=O)C3CCCCC3)ccc2O[C@@H](C)CCCCO[C@@H]1CN(C)S(=O)(=O)c1ccc(F)cc1
  -0.1	1.6	-12.3	1.5	2.9	0.4	-36.1	0.0
> [S-]c1nnc(-c2ccc(Br)cc2)n1-c1ccccc1.[Zn+2]
  /	-1.2	1.1	1.5	1.4	-21.1	7.6	0.0
> COc1ccc(-c2nc3cc(C)ccn3c2NC(=O)c2ccccc2OC)cc1
  0.2	3.1	1.3	17.5	-1.9	13.9	-42.4	0.1
> O=C(CCNC(=O)c1ccco1)NNC(=O)c1ccc(Br)cc1
  3.7	-6.1	-19.4	-0.3	0.7	/	-3.7	-0.1
> CCNC(=O)Nc1ccc2c(c1)C(=O)N(C)[C@H]1CC[C@H](CC(=O)NCCN3CCCC3)O[C@@H]1CO2
  0.1	/	/	-1.8	/	8.9	/	0.4
> C[C@H]1CCCCO[C@H](CN(C)S(=O)(=O)c2ccc(Cl)cc2)[C@@H](C)CN([C@@H](C)CO)C(=O)c2cc(NC(=O)NC3CCCCC3)ccc2O1
  0.3	-0.6	-11.9	-2.4	-1.3	-14.1	-7.7	-0.9
> C[C@@H]1CN([C@@H](C)CO)C(=O)c2cc(NC(=O)Nc3ccc(F)cc3)ccc2O[C@@H](C)CCCCO[C@@H]1CN(C)S(=O)(=O)c1ccc(Cl)cc1
  /	1.5	-8.0	-0.7	0.0	5.5	16.0	0.2

# Pulled by compound from the entries so far, 4 records:
# Second line of a record – E-selectin induc	ERp5 block	S100A4 MyoIIA	esBAF inh	ERAP1 inh	RAD54 branch	RAD52 anneal inh	Xi reactivation
> COc1cccc(-c2ccc3c(c2)O[C@H](CN(C)CC2CC2)[C@H](C)CN([C@H](C)CO)S3(=O)=O)c1
  0.0	-2.4	0.5	3.3	2.4	3.5	33.3	0.7
> O=C(CN1CCCCCC1)Nc1ccc(Br)cc1[N+](=O)[O-]
  /	4.1	-0.8	-0.6	4.8	1.2	-6.8	0.4
> COc1ccc(-c2nc3cc(C)ccn3c2NC(=O)c2ccccc2OC)cc1
  0.2	3.1	1.3	17.5	-1.9	13.9	-42.4	0.1
> CN(C)CCCN1CC(=O)N2[C@@H](Cc3c([nH]c4ccccc34)C2(C)C)C1=O
  0.8	3.8	-0.3	-2.8	0.3	6.2	-7.7	0.3
